# NPY Y1 blocker: NPY-Y1 (human) receptor antagonism; P25929; HEK293-CNG Y1 cells, membrane potential fluorescence; NPY at EC95, then isoproterenol; inhibition, % at 3.6 µM; hit rate 1% among 200,000; AID 1040;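 active = inhibition above the campaign mean inhibition of all tested compounds plus 3 SD, cut at about 20% in these data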;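 also: 0% = DMSO wells given NPY plus isoproterenol and 100% = isoproterenol alone without NPY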
#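 Assay system: HEK293 Y1/CNG channel cell line; Doses: single compound dose of 3.6 µM, 0.4% DMSO; Timing: dye 3 h, compound 60 min room temperature, stimulation 45 min; Technique: Membrane-potential fluorescent dye readout; Measure: % inhibition of NPY effect.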
# EP2 mod: modulators of human EP2 prostaglandin E2 receptor; induction, % at 25 µM; EP2-expressing cells, cAMP HTRF FRET, PGE2 co-stimulation; AID 940; P43116; hit rate 0.83% among 260,000;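 active = compounds whose cAMP rise, as percent of the full-agonist control response, exceeds 60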;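 also: rat C6 glioma line stably carrying human EP2 under a CMV promoter; the protocol text gives 20 µM as final concentration; 100% = response of wells given 1 µM PGE2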
# S1P4 ag: agonists of human S1P4 receptor; O95977; S1P4-expressing cell line, agonist reporter assay; activation, % at 4.98 µM; hit rate 0.35% among 220,000; AID 1509; in the data active = activation above about 11%;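 also: 0% = DMSO vehicle and 100% = reference agonist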
# p97 ATPase inh: blocks human p97 ATPase activity. P55072. recombinant p97 ATPase, Kinase-Glo ATP luminescence, 3 h. inhibition, % at 8 µM. hit rate 0.42% among 220,000; in the data active = inhibition above about 15%;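 also: 0% = DMSO vehicle and 100% = wells lacking enzyme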
# Target sequence (P55072 whole entry, looked up): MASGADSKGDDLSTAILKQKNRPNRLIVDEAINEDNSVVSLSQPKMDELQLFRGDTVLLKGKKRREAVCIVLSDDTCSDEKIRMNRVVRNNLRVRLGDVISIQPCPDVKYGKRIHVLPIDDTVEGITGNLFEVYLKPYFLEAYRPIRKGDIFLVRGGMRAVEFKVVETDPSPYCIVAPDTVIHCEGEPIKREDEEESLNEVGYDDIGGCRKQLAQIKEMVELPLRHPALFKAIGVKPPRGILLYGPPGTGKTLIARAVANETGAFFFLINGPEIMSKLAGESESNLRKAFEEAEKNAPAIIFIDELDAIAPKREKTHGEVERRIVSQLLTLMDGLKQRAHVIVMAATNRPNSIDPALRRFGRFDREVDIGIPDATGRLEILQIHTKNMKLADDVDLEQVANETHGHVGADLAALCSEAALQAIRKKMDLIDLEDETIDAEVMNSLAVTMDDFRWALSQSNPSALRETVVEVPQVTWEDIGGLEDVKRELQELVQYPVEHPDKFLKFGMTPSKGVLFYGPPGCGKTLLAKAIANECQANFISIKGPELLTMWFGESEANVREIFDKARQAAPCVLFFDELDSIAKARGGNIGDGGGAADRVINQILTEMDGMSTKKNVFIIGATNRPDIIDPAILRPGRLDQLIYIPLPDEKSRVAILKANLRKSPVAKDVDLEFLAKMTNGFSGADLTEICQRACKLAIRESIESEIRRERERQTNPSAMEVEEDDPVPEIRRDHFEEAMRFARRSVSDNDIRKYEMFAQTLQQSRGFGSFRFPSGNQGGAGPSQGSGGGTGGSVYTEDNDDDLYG
# EP2 antag: blocks the human prostaglandin E2 receptor EP2; AID 1422; inhibition, % at 25 µM; hit rate 0.52% among 260,000; C6 glioma cells expressing human EP2, cAMP TR-FRET; cells stimulated with saturating PGE2;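 active = percent inhibition above 40 after rounding to a whole number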;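 also: rat C6 glioma host cells with rolipram phosphodiesterase inhibitor present; the protocol text gives 20 µM as final concentration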
# NPY-Y1 PAM-ag: potentiators or agonists of human neuropeptide Y receptor Y1. NPY-Y1 expressing cells, potentiator/agonist activation. activation, % at 3.6 µM. hit rate 0.37% among 220,000; in the data active = activation above about 33%, passing the limit was not always enough;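 also: cells stimulated with NPY at EC10 then isoproterenol at EC100; 0% = low agonist plus stimulus and 100% = saturating agonist plus stimulus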
# eIF4E 4G PPI: blocks eIF4E binding to eIF4G; P63073+Q04637; TR-FRET eIF4E-eIF4GI(517-606) binding, 2 h; inhibition, % at 21.7 µM; hit rate 0.37% among 220,000; AID 782;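 active = inhibition above about 30%, limit read from the data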;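 also: 0% = full FRET control wells and 100% = background wells lacking eIF4GI fragment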
# S1P4 antag: human S1P4 receptor antagonism | O95977 | S1P4-expressing cells, antagonist mode, reporter read-out | inhibition, % at 4.98 µM | hit rate 0.26% among 220,000 | AID 1510; in the data active = inhibition above about 29%;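 also: 0% = wells stimulated with agonist and 100% = vehicle wells without agonist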
# NPY2 pot ag: human NPY-Y2 potentiation or agonism, primary screen; P49146; cells expressing NPY-Y2, potentiator/agonist read-out; activation, % at 3.6 µM; hit rate 0.45% among 220,000; AID 1359; in the data active = activation above about 27%;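 also: cells stimulated with NPY near EC25 plus isoproterenol at EC100; 0% = vehicle plus submaximal agonist and 100% = vehicle plus saturating agonist; some results beyond the cut were filed as inactive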
# * hit, by the source's call; x = no result given; & = joins results of further samples; [ ] = remark or other dose. Some of the compounds tested. The share of hits here may be higher or lower than overall.
# Short forms – A = NPY Y1 blocker; B = EP2 mod; C = S1P4 ag; D = p97 ATPase inh; E = EP2 antag; F = NPY-Y1 PAM-ag; G = eIF4E 4G PPI; H = S1P4 antag; I = NPY2 pot ag
> COc1ccc(C2(C(=O)Nc3ccc(OC)cc3OC)CCCC2)cc1
  A: 4; B: 36; C: 0.0; D: -3; E: 3; F: -10; G: -3; H: 5; I: -5

> COc1ccc(C(=O)NCCNc2ccccc2[N+](=O)[O-])cc1
  A: -2; B: -28; C: -0.2; D: -1; E: 25; F: -16; G: 3; H: 17; I: -11

> CC(C)COC(=O)c1nnsc1NC(=O)Nc1ccccc1
  A: 12; B: 2; C: 0.1; D: 4; E: 6; F: -18; G: -3[fluorescence artefact?]; H: -7; I: 1

> COc1ccccc1N/N=C/c1c(CO)cnc(C)c1O
  A: 0; B: -21; C: 0.6; D: 4; E: x; F: 28; G: 1[fluorescence artefact?]; H: 4; I: 18

> O=C1c2ccccc2NC2(CCCC2)N1N=C1CCCC1
  A: 0; B: 16; C: 1.7; D: 5; E: 9; F: -4; G: 2; H: -30; I: 6

> CCOc1nc(-c2ccccc2)ccc1-c1noc(COC)n1
  A: 6; B: 45&49; C: 1.0; D: 1; E: 7&13; F: -10; G: -3; H: 3; I: 10

> CC(C)C(c1nnnn1C1CCCC1)N1c2ccccc2CC1C (configuration not stated)
  A: 2; B: 39&50; C: 0.0; D: 0; E: 3&6; F: 7; G: -3; H: 9; I: 12

> Cc1oc2cc3c(C(=O)N4CCCCC4)c(C)oc3cc2c1C(=O)N1CCCCC1
  A: -4; B: -44; C: 0.9; D: -1; E: 9; F: 10; G: -12; H: -8; I: 5

> COc1ccc(N2CCN(C(=O)CCc3nc(-c4ccc(C)cc4)no3)CC2)cc1
  A: 16; B: -2; C: -1.8; D: -4; E: 7; F: -20; G: 3; H: 2; I: -3

> O=C(Nc1ccccc1Cl)C1CCCN(S(=O)(=O)c2ccc(F)cc2)C1 (configuration not stated)
  A: -1; B: -3; C: 0.3; D: 1; E: 8; F: 2; G: 0; H: -2; I: -4

> O=C(NC1CCCC1)C(c1ccc(Cl)cc1)N1CCc2ccccc21 (configuration not stated)
  A: -4; B: 21; C: 2.7; D: -10; E: 6; F: -24; G: -2; H: -19; I: -6

> O=C(CSc1ccccc1)N1CCC(N2CCC(C(=O)N3CCCC3)CC2)CC1
  A: 3; B: 7; C: 1.6; D: 0; E: 7; F: 10; G: 3; H: -3; I: -15

> COc1ccc(CC(=O)OCC(=O)Nc2cccc(Cl)c2)cc1
  A: 4; B: -15; C: 0.3; D: -1; E: 7; F: -14; G: -1; H: -18; I: -8

> COC(=O)CS(=O)(=O)c1ccsc1C(=O)Nc1ccc(F)cc1
  A: -3; B: 5; C: 2.9; D: 2; E: 7; F: -2; G: 2; H: -9; I: 12

> CCCOc1ccc(C2C(C(=O)c3ccc(C)o3)=C(O)C(=O)N2CCCn2ccnc2)cc1 (configuration not stated)
  A: 6; B: x; C: -1.6; D: 4; E: 17; F: 8; G: x; H: -12; I: 5

> CCOC(=O)NCc1cc(-c2nn(C)c(=O)c3ccccc23)ccc1C
  A: 0; B: -5; C: -0.1; D: -2; E: 19; F: 5; G: -2; H: 4; I: 0

> CCOC(=O)c1c(NC(=O)c2ccco2)sc(C(=O)N2CCCC2)c1C
  A: 8; B: 29; C: -1.4; D: -6; E: 11; F: -13; G: -3; H: -17; I: -2

> CCOC(=O)N1CCC(NC(=O)c2cc(S(=O)(=O)NCCc3ccccc3)ccc2F)CC1
  A: -7; B: 12; C: 1.7; D: 1; E: 6; F: 13; G: 4; H: -6; I: 5

> CN(Cc1ccccc1)S(=O)(=O)c1ccc(Cl)c(C(=O)O)c1
  A: 2; B: -1; C: -0.7; D: 6; E: 6; F: -2; G: -3; H: 0; I: -2

> CCCOC(=O)CCc1n[nH]c(=O)[nH]c1=O
  A: 8; B: -8; C: 0.0; D: 3; E: 9; F: -1; G: x; H: -5; I: -5

> COc1ccc(CNc2nc3c(c(=O)[nH]c(=O)n3C)n2Cc2ccccc2C)cc1
  A: 8; B: 27; C: -2.5; D: 2; E: 10; F: -12; G: 0; H: -8; I: -9

> CCC(Sc1nnc(C)s1)C(=O)Nc1nccs1 (configuration not stated)
  A: -3; B: 5; C: 0.9; D: 3; E: 14; F: -3; G: -6; H: -16; I: 17

> COC(=O)c1ccccc1NC(=O)c1ccc(Cn2cc(Cl)cn2)o1
  A: 0; B: 25; C: 0.5; D: 0; E: 9; F: -3; G: -4; H: -10; I: -8

> CCC(CC)C(=O)Nc1cccc(C(=O)N2CCCC2)c1
  A: 2; B: 6; C: -1.5; D: -5; E: 15; F: 15; G: 5; H: -6; I: -6

> COC(=O)Oc1nsnc1N1CCOCC1
  A: 1; B: 4; C: -0.7; D: 4; E: 2; F: -9; G: 26; H: -16; I: 4

> C=CCCCCCCCCC(=O)NN
  A: 8; B: 3; C: 0.4; D: 1; E: 5; F: -59; G: 1; H: 8; I: -9

> O=c1[nH]c(=O)n([C@H]2C[C@H](O)[C@@H](CO)O2)cc1F
  A: -6; B: 18; C: -2.2; D: 2; E: 11; F: -2; G: 2; H: -9; I: 5

> Cc1ccc(Nc2nnc(SCC(=O)c3cc4ccccc4o3)s2)cc1C
  A: 2; B: -3; C: 1.8; D: 5; E: 5; F: -1; G: 17; H: -2; I: -8

> O=C(COC(=O)CC12CC3CC(CC(Br)(C3)C1)C2)NC(=O)NCc1ccco1
  A: -3; B: 46; C: -1.0; D: -2; E: 6; F: 2; G: 0; H: -23; I: -6

> CCC(=O)NC(=S)Nc1cccc(NC(=O)c2ccccc2)c1
  A: 1; B: -64; C: 1.9; D: -1; E: 4; F: 13; G: 0; H: -7; I: 5

> O=C(CCCOc1ccccc1)Nc1ccccc1C(F)(F)F
  A: 12; B: -59; C: 0.2; D: 1; E: 10; F: 0; G: -2[fluorescence artefact?]; H: -13; I: 4

> COc1ccc(S(=O)(=O)Cc2ccc(C(=O)N3CCN(c4cccc(C)c4)C(C)C3)o2)cc1 (configuration not stated)
  A: 5; B: -8; C: 1.5; D: -3; E: 18; F: -15; G: -1; H: 10; I: -5

> Cc1ccc(NC(=O)NC(=O)N(C2CCCCC2)S(=O)(=O)c2ccccc2)cc1
  A: 9; B: -6; C: 2.0; D: 2; E: 5; F: -4; G: -3[fluorescence artefact?]; H: -13; I: 19

> Cc1cc(C)nc(SCCC(=O)Nc2ccccc2)n1
  A: 6; B: 9; C: -1.1; D: 1; E: 24; F: -2; G: -1; H: -3; I: 2

> Cc1ccc(NC(=O)COc2ccc(-c3nnco3)cc2)cc1S(=O)(=O)N1CCOCC1
  A: 1; B: -13; C: 1.6; D: -3; E: 1; F: -13; G: 1; H: -25; I: 14

> Cc1ccc(C(=O)C2=C(O)C(=O)N(CCCN3CCOCC3)C23C(=O)N(C)c2ccccc23)o1 (configuration not stated)
  A: -7; B: 21; C: -0.2; D: 7; E: 16; F: 3; G: -1; H: -13; I: 13

> COc1ccccc1NC(=O)C(C/C=C(\C)Cl)C(C)=O (configuration not stated)
  A: 0; B: 9; C: 1.0; D: -1; E: 9; F: -6; G: 0; H: -8; I: -23

> Cc1cc(NC(=O)COC(=O)COc2ccc3c(c2)CCC3)no1
  A: 5; B: 33; C: 1.1; D: -1; E: 16; F: -19; G: -9[fluorescence artefact?]; H: -18; I: -13

> Cc1cc(C)cc(C(=O)N2CCCCCC2)c1
  A: 0; B: 10; C: 0.4; D: -6; E: 10; F: -19; G: -1; H: -20; I: -21

> Cc1nnc(SCc2cccc([N+](=O)[O-])c2)o1
  A: 3; B: 8; C: -1.1; D: 0; E: 16; F: 16; G: 2; H: -6; I: -13

> CC(NC(=O)c1ccc2c(c1)OCO2)C(c1cccs1)N1CCOCC1 (configuration not stated)
  A: 6; B: 5; C: -0.8; D: 4; E: 4; F: -9; G: 0; H: -5; I: 6

> O=C(NN=C1CCCC1)c1ccc([N+](=O)[O-])cc1
  A: 0; B: 24; C: -1.2; D: 3; E: 6; F: -3; G: -1; H: 10; I: -3

> Cc1cc(C(=O)N2CCc3ccccc32)n(-c2ccccc2)n1
  A: 5; B: -1; C: -1.2; D: 4; E: 7; F: 8; G: 2; H: -5; I: -17

> O=C(O)Cc1ccc(NC(=O)c2cnccn2)cc1
  A: 6; B: 13; C: 1.6; D: 1; E: 7; F: -2; G: 2; H: -11; I: -7

> COc1ccc(S(=O)(=O)N2CCOCC2)cc1NC(=O)COC(=O)C1COc2ccccc2O1 (configuration not stated)
  A: 5; B: 18; C: 0.7; D: 0; E: 4; F: -11; G: -5[fluorescence artefact?]; H: -9; I: -1

> O=C(Nc1ccccc1)c1nc2ccccc2s1
  A: 4; B: 6; C: -0.9; D: -13; E: 8; F: -26; G: 2[fluorescence artefact?]; H: -2; I: -4

> O=c1oc2ccccc2c(Nc2ccccc2)c1[N+](=O)[O-]
  A: -1; B: 24; C: 2.0; D: 3; E: 15; F: 1; G: -6; H: -7; I: 13

> Cn1c(SCC(=O)NC2CCCC2)nnc1-c1ccncc1
  A: 0; B: 37; C: 1.0; D: 4; E: 1; F: 5; G: 4; H: -13; I: 3

> COc1ccc(CNC(=O)C2CCN(S(C)(=O)=O)CC2)cc1
  A: -3; B: -26; C: -1.1; D: 8; E: 11; F: -14; G: -1; H: -12; I: 2

> COc1ccccc1CNc1cc(CSc2ccc(Cl)cc2)nc(C)n1
  A: 12; B: -36; C: -5.0; D: -4; E: 12; F: -4; G: 2; H: -5; I: 3

# Going on with the list.
# Short forms – A = NPY Y1 blocker; B = EP2 mod; C = S1P4 ag; D = p97 ATPase inh; E = EP2 antag; F = NPY-Y1 PAM-ag; G = eIF4E 4G PPI; H = S1P4 antag; I = NPY2 pot ag
> O=c1c2ccccc2ncn1CCCOc1ccccc1[N+](=O)[O-]
  A: 15; B: 3; C: -4.7; D: 1; E: 4; F: 17; G: -6[fluorescence artefact?]; H: 6; I: 17

> O=C(O)CC1(CC(=O)NCc2ccccn2)CCCCC1
  A: x; B: 19; C: 0.3; D: 12; E: 11; F: 5; G: -3; H: 3; I: 10

> O=C(/C(=N/O)n1cncn1)c1ccccc1Cl
  A: x; B: 12; C: 1.1; D: 4; E: 7; F: -17; G: -2; H: -14; I: -6

> COCCN=c1scc(-c2ccccc2)n1/N=C/c1c[nH]c2ccccc12
  A: -8; B: -13; C: 9.4; D: 5; E: 11; F: 40; G: -1; H: -6; I: 23

> CCN(CC)CC(=O)c1c(N)n(Cc2ccccc2)c(=O)n(C)c1=O
  A: -1; B: -14; C: 1.6; D: 0; E: 9; F: -8; G: -2; H: -20; I: -11

> CCn1c2ccccc2c2cc(NC(=O)c3ccco3)ccc21
  A: -6; B: -9; C: 0.0; D: 8; E: 22; F: 0; G: 2; H: -9; I: 5

> O=C(COc1ccc(F)cc1Br)N1CCc2ccccc21
  A: -2; B: -5; C: 0.2; D: -1; E: 11; F: 3; G: 6[fluorescence artefact?]; H: -6; I: -29

> Cc1cc(C)n(Cc2ccccc2F)c(=O)c1C#N
  A: -1; B: 17; C: -0.9; D: 0; E: 4; F: -2; G: 0; H: 4; I: 4

# An excerpt of these results, with values under each structure.
# Each structure is followed by: NPY Y1 blocker | EP2 mod | S1P4 ag | p97 ATPase inh | EP2 antag | NPY-Y1 PAM-ag | eIF4E 4G PPI | S1P4 antag | NPY2 pot ag
O=C(COc1ccc(F)cc1Br)N1CCc2ccccc21
→ -2 | -5 | 0.2 | -1 | 11 | 3 | 6[fluorescence artefact?] | -6 | -29
COCCN=c1scc(-c2ccccc2)n1/N=C/c1c[nH]c2ccccc12
→ -8 | -13 | 9.4 | 5 | 11 | 40 | -1 | -6 | 23
CCn1c2ccccc2c2cc(NC(=O)c3ccco3)ccc21
→ -6 | -9 | 0.0 | 8 | 22 | 0 | 2 | -9 | 5
